# High-throughput results deposited in PubChem BioAssay by several laboratories.
# PLC-beta3 inh – human PLC-beta3 inhibitors, primary screen, biochemical, fluorescence; Purified PLC-beta3, fluorogenic substrate; inhibition, % at 12.2 µM; 370,000 tested, 0.18% active; in the data active = inhibition above about 11%;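 also: 0% = median of compound wells on plate and 100% = full blocker control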
# ADAM17 inh – ADAM17 inhibitors, primary screen, biochemical, QFRET; inhibition, % at 6.95 µM; recombinant ADAM17, EDANS/DABCYL FRET peptide cleavage; Disintegrin and metalloproteinase domain-containing protein 17 (Homo sapiens), P78536; 370,000 tested, 0.83% active; AID 720648, 2013;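 active = inhibition above the mean of compounds lying between control limits plus 3 SD, set per campaign, cut at about 8.5% in these data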;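 also: 0% = DMSO-only wells as the low control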
# ssDAF12 agonist – S. stercoralis DAF-12 nuclear receptor activators, primary screen, cell-based, luminescence, HEK293, GRIP1 co-expression, lit1-tk-luc | Nuclear hormone receptor DAF-12 (Strongyloides stercoralis) | HEK293 ssDAF-12/GRIP1 lit1-tk-luc reporter; % of 3 µM dafachronic acid response | activation, % at 6.8 µM | 370,000 tested, 1% active;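 active = activation above the mean over all tested compounds plus 3 SD, cut at about 0.9% in these data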;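 also: 0% = DMSO-only wells and 100% = 3 µM delta7-dafachronic acid wells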
# hgDAF12 agonist – H. glycines DAF-12 receptor agonists, primary screen, cell-based, luminescence, HEK293, GAL4 fusion, UAS-luciferase; activation, % at 6.8 µM; HEK293 GAL4-hgDAF12 UAS-luciferase reporter, agonist luminescence; normalized to butyrate control; 370,000 tested, 1.8% active;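 active = activation above a cutoff set at the mean of all screened compounds plus 3 SD, cut at about 10% in these data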;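 also: 0% = DMSO wells and 100% = sodium butyrate wells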
# hcDAF12 agonist – H. contortus DAF-12 nuclear receptor activators, primary screen, cell-based, luminescence, HEK293, lit1-tk-luc reporter; 370,000 tested, 1.4% active; AID 652067, 2013; HEK293 hcDAF-12 lit1-tk-luc reporter; 0% DMSO, 100% Δ7-dafachronic acid; activation, % at 6.8 µM;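 active = activation above the mean of all tested compounds plus 3 SD, cut at about 5.5% in these data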;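 also: 100% = response to 3 µM Δ7-dafachronic acid high control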
# SMARCA2 activ – SMARCA2 (BRM) function activators, primary screen, cell-based, luminescence, high throughput | MG213 cells, MMTV-luciferase reporter, dexamethasone, overnight | 370,000 tested, 1% active | activation, % at 9.1 µM; in the data active = activation above about 7.8%;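 also: 0% = vehicle wells and 100% = reference activator wells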
# DAX1 inh-1 – DAX1 (NR0B1) inhibitors, primary screen, cell-based, HEK293, Gal4-DAX1, luciferase luminescence | Nuclear receptor subfamily 0 group B member 1 (Homo sapiens), P51843 | HEK293 Gal4-DAX1 luciferase reporter | inhibition, % at 6.75 µM | 340,000 tested, 0.99% active | AID 504766, 2011;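 active = inhibition above the mean over all tested compounds plus 3 SD, cut at about 4.2% in these data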;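 also: 0% = DAX1-transfected cells with DMSO and 100% = empty-vector control cells with DMSO; inhibition shows as a rise in luminescence from relieved DAX1 repression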
# Target sequence (P51843 207-470 limits assumed): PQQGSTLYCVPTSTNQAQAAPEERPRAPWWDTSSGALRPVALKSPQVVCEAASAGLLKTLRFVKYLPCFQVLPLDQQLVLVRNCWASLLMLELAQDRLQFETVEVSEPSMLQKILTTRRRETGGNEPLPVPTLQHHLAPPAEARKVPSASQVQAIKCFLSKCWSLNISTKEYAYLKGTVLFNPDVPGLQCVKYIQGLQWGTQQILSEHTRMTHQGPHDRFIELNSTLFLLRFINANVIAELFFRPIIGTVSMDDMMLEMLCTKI
# DAX1 inh-2 – DAX1 (NR0B1) inhibitors on StAR promoter, primary screen, cell-based, luminescence, SF-1 (NR5A1), full-length DAX-1. HEK293T StAR-luciferase reporter, SF-1/DAX-1 repression relief. inhibition, % at 6.8 µM. 370,000 tested, 1.1% active. AID 652010, 2013;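 active = inhibition above the mean over all tested compounds plus 3 SD, cut at about 3.6% in these data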;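 also: 0% = DAX-1 cells with DMSO and 100% = cells lacking DAX-1 with DMSO; higher inhibition means more luminescence from relief of DAX-1 repression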
# NR1D1 modulator – modulators of Rev-erb alpha DNA binding, primary screen, biochemical, FITC-DNA, fluorescence polarization, uHTS | AID 1259318, 2017 | Rev-erbα–FITC-DNA binding, 90 min | 370,000 tested, 0.79% active | Nuclear receptor subfamily 1 group D member 1 (Homo sapiens), P20393 | activity, % at 10 µM;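 active = activity above about 14%, limit read from the data; passing the limit was not always enough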;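 also: 0% = DMSO wells with 35 nM protein and 100% = DMSO wells with 750 nM protein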
# Target sequence (P20393 whole entry, looked up): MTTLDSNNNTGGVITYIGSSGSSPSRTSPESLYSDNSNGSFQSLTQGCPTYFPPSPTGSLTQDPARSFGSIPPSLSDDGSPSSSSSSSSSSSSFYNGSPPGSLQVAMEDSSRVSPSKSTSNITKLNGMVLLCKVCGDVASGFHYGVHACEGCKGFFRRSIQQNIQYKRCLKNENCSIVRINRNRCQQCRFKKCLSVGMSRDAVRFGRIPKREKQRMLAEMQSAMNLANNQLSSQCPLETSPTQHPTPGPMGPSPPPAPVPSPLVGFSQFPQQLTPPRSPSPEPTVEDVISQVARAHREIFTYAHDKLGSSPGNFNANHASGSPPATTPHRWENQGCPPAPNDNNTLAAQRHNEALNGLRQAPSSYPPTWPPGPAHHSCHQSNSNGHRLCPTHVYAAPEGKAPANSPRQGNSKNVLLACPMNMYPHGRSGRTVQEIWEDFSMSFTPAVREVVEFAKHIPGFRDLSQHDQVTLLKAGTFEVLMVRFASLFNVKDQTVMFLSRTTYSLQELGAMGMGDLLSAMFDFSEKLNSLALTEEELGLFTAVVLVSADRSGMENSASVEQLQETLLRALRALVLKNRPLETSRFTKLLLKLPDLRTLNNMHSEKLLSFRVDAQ
# MBD2 DNA inh – inhibitors of MBD2 binding to methylated DNA, primary screen, biochemical, TR-FRET, DNA-binding domain, human | Methyl-CpG-binding domain protein 2 (Homo sapiens), Q9UBB5 | MBD2 binding to methylated oligonucleotide | inhibition, % at 4.4 µM | 370,000 tested, 0.31% active | AID 686964, 2013; in the data active = inhibition above about 13%
# PLCg1 inh – PLC-gamma1 enzyme inhibitors, primary screen, biochemical, fluorescence, purified enzyme. 1-phosphatidylinositol 4,5-bisphosphate phosphodiesterase gamma-1 (Homo sapiens), P19174. 370,000 tested, 0.84% active. fluorogenic substrate. inhibition, % at 12.2 µM; in the data active = inhibition above about 9.5%
# The depositor's hits bear a star; nt = no result given; & = joins results of further samples.
SMILES,PLC-beta3 inh,ADAM17 inh,ssDAF12 agonist,hgDAF12 agonist,hcDAF12 agonist,SMARCA2 activ,DAX1 inh-1,DAX1 inh-2,NR1D1 modulator,MBD2 DNA inh,PLCg1 inh
CCOc1ccc(CCN2C(=S)N([C@@H](CC(C)C)CN3CCCC3CN3C(=S)NC[C@@H]3CC(C)C)C[C@@H]2CC(C)C)cc1 (stereo partly specified),3.7,-2.1,-1.0,-0.4,0.4,1.1,1.1,4.4*,4.6,-1.4,4.2
Cc1ccccc1NC(=O)Nc1nc(C(N)C2CCCCC2)cs1 (stereo unspecified),4.3,-1.1,-1.4,5.1,-0.2,-2.9,nt,-0.2,0.2,8.0,4.5
Cc1cc(C)cc(OC(C)c2ccnc3nc(/N=C/N(C)C)nn23)c1 (stereo unspecified),-73.5,-29.2,-1.9,1.7,-2.4,-2.2,0.6,0.1,-1.9,8.1,-47.8
CCOc1cc(N2CCOCC2)c(OCC)cc1NC(=O)COC(=O)[C@@H]1CCCN1S(=O)(=O)c1ccccc1F,0.7,3.5,-1.4,-2.5,-0.6,-0.3,-0.2,-0.6,1.8,0.1,1.1
Cc1ccc(NC(=O)C2(C)CCN2C(=O)CC(c2ccccc2)c2ccccc2)cc1 (stereo unspecified),1.1,6.0,-1.3,-0.1,-1.7,-1.6,nt,-1.6,7.4,1.8,2.2
O=C(O)c1ccc(N2CCc3ccccc32)c([N+](=O)[O-])c1,-4.0,-1.5,0.0,2.0,0.4,-1.0,1.8,-0.1,7.9,-9.9,2.0
Cc1ccc(NC(=O)CS(=O)CC(=O)N(c2ccccc2F)C(C)C(=O)NC2CCCC2)cc1 (stereo unspecified),-5.5,3.5,-1.1,1.2,-0.7,-2.3,1.2,0.1,0.9,0.7,0.4
CC(=O)Nc1cc([N+](=O)[O-])ccc1OCc1ccccc1,-5.0,-2.4,-1.5,2.9,-1.7,-3.2,-0.3,-1.1,-2.2,4.0,6.7
C#CC(C)(CC)NC(=O)Cn1nnc(-c2ccc(S(C)(=O)=O)cc2)n1 (stereo unspecified),2.3,-6.0,-0.7,-1.6,-0.7,-2.7,2.4,-0.3,-0.1,1.8,-0.6
COc1ccc([C@H]2/C=C\CN(Cc3ccc(N(C)C)cc3)[C@@H](C)C(=O)N2Cc2ccc(F)cc2)cc1,0.1,-2.0,-0.8,0.1,0.8,0.3,-0.9,0.0,-5.3,-2.8,-0.1
Cc1ccc(S(=O)(=O)N2CCOCC2)cc1C(=O)OCc1nnc(-c2ccccc2)o1,-3.9,-1.3,-1.0,1.8,0.7,-1.3,-0.8,-0.2,-3.8,4.2,-4.8
O=C(CSc1ccc2nnc(-c3ccccn3)n2n1)NCc1ccco1,-27.3,-13.2,-1.2,-0.5,-2.4,-0.7,0.8,-0.6,-1.9,9.1,-16.0
CCN(Cc1ccccc1)C(=O)COc1ccccc1,-9.0,-4.6,-1.3,-0.6,-3.1,-2.4,2.7,0.2,1.3,4.9,-2.2
O=C(COC(=O)COc1ccc(Cl)cc1)NC1CCCC1,-2.1,1.5,0.4,-0.3,0.8,-1.5,1.4,-0.3,-10.0,-3.6,5.8
O=C(/C=C/C=C/c1ccccc1)CC1(O)C(=O)N(CCc2ccccc2)c2ccccc21 (stereo unspecified),0.1,9.3*,-1.3,-1.5,-0.8,1.8,-1.1,-0.7,-3.5,-2.2,8.6
CCC(c1nnnn1Cc1ccco1)N(CCc1ccccc1)Cc1cc2cc(C)ccc2[nH]c1=O (stereo unspecified),-151.1,-22.4,-0.7,-0.5,1.1,0.3,-0.2,-0.5,-1.1,-1.7,-123.7
O=C(N/N=C/c1ccncc1)c1ccccc1[N+](=O)[O-],-1.1,-5.9,-0.7,0.8,0.7,-2.9,0.0,-0.3,-3.9,6.1,1.2
Cc1ccc(-n2nc3c(=O)n(CC(=O)NCc4ccccc4Cl)nc(C)c3c2C)cc1,-8.0,-3.7,-0.7,0.3,-0.4,-1.4,0.4,-0.2,-10.0,4.5,0.2
C[C@H](CO)N1C[C@H](C)[C@@H](CN(C)S(C)(=O)=O)Oc2ccc(NC(=O)Cn3cnnn3)cc2C1=O,-1.9,-3.1,-1.3,-0.7,-0.9,1.6,-0.2,-0.5,-2.6,-0.1,-3.3
C=C(C)c1cccc(C(C)(C)NC(=O)N2CCCC(C)C2)c1 (stereo unspecified),-1.1,-0.6,-0.8,-1.1,-2.2,0.3,0.3,-0.6,-1.7,-5.1,0.1

# Complete entries, looked up by structure. Values in the order: PLC-beta3 inh, ADAM17 inh, ssDAF12 agonist, hgDAF12 agonist, hcDAF12 agonist, SMARCA2 activ, DAX1 inh-1, DAX1 inh-2, NR1D1 modulator, MBD2 DNA inh, PLCg1 inh
# Cc1ccc(NC(=O)CS(=O)CC(=O)N(c2ccccc2F)C(C)C(=O)NC2CCCC2)cc1 (stereo unspecified) in the list: -5.5, 3.5, -1.1, 1.2, -0.7, -2.3, 1.2, 0.1, 0.9, 0.7, 0.4
# CCC(c1nnnn1Cc1ccco1)N(CCc1ccccc1)Cc1cc2cc(C)ccc2[nH]c1=O (stereo unspecified) in the list: -151.1, -22.4, -0.7, -0.5, 1.1, 0.3, -0.2, -0.5, -1.1, -1.7, -123.7

# Later entries:
SMILES,PLC-beta3 inh,ADAM17 inh,ssDAF12 agonist,hgDAF12 agonist,hcDAF12 agonist,SMARCA2 activ,DAX1 inh-1,DAX1 inh-2,NR1D1 modulator,MBD2 DNA inh,PLCg1 inh
CC1=NN(c2ccc(Cl)cc2)C(=O)/C1=C\c1cccn1-c1ccc(S(N)(=O)=O)cc1,2.0,0.8,-1.9,-1.9,-1.4,-2.6,0.3,-0.4,-6.0,-7.2,-0.8
Cc1cccc(OCc2nnc(SCC(=O)Nc3cccc(C(=O)N4CCOCC4)c3)n2C)c1C,6.2,10.3*,-1.4,-2.4,-1.9,-4.6,-0.8,-1.0,4.1,-4.3,4.6
C#CCOCCOCCOCCNc1nc(N2CCN(C(=O)[C@H](CCCCN)n3cc(CN)nn3)CC2)nc(N2CCN(C(=O)[C@H](CC(N)=O)n3cc(C(N)[C@H](C)CC)nn3)CC2)n1 (stereo partly specified),0.1,-1.1,-1.4,0.4,-1.8,0.7,0.1,0.1,-5.7,9.1,4.2
COc1ccc(C(=O)Nc2nc(C)cc(C)n2)cc1,-0.2,-0.7,-1.2,-2.5,-0.5,-3.5,-0.9,2.2,-5.9,3.2,0.7
Cc1nn(C)cc1CN(C)C(=O)c1cc(-c2ccccc2)nc2ccc(Br)cc12,-1.8,2.0,-1.5,-4.1,-1.8,-1.4,-1.3,-2.1,8.5,2.6,6.7
O=[N+]([O-])c1ccccc1CN1CCN(Cc2c[nH]c3ccccc23)CC1,0.7,0.3,-0.2,-4.2,2.6,0.1,nt,-0.8,-3.6,-0.3,1.2
O=C(NNC(=S)Nc1ccc(F)cc1)C1[C@H]2CCCC[C@@H]12 (stereo partly specified),-1.2,4.2,-1.7,1.0,0.5,-0.5,nt,0.4,2.3,0.6,1.1
Cc1ccccc1C(=O)N(C)[C@H]1C[C@H]2c3[nH]c4c(-c5ccc6c(c5)OCO6)cccc4c3CCN2C[C@H]1[C@H](C)O,-27.7,1.7,-0.8,0.0,-2.8,-1.1,nt,-0.3,6.7,-5.5,-25.4
O=C(COc1ccc([N+](=O)[O-])cc1Cl)Nc1ccc2[nH]c(=O)[nH]c2c1,-3.1,-5.7,-1.0,1.8,-0.3,-0.4,0.9,-1.1,-4.3,-6.0,-1.9
S=C(NCCN1CCOCC1)N/N=C/c1ccccc1,0.8,-2.1,-1.2,-2.7,0.7,-3.0,0.6,-0.4,1.3,-0.7,-0.9
O=C(COc1ncnc2ccccc12)Nc1ccc(Cl)c([N+](=O)[O-])c1,5.4,5.1,-1.0,1.1,-3.4,2.6,0.2,-0.2,2.1,-2.7,5.2
Cc1cc(NC(=O)Nc2cc(C)nn2-c2ccccc2)n(-c2ccccc2)n1,-1.4,-3.5,-0.7,0.3,-0.9,0.6,1.0,-0.5,3.0,-1.2,-0.7
CCOC(=O)C1(CCOc2ccccc2)CCN(Cc2ccc(OC)c(COC)c2)CC1,-1.1,-0.1,-1.9,-4.7,-4.2,-4.7,-5.8,-1.3,-0.7,1.3,4.2
CC(C)(C)c1ccccc1NC(=O)c1cccnc1,-2.8,-3.9,-1.7,1.6,0.0,-0.8,0.0,-0.3,-7.1,5.3,0.0
C=CCn1c(SC(C)C(N)=O)nc2sc(CC)cc2c1=O (stereo unspecified),0.9,-0.5,-1.1,-0.8,-0.6,-1.2,nt,-0.8,-2.7,3.8,0.1
Oc1cccc(/C=N/Nc2ccc(Cl)nn2)c1O,-5.5,1.2,-1.8,-9.8,-3.9,-3.6,-4.0,-2.7,6.4,-2.9,4.5
Cc1csc(SCC(=O)Nc2ccccc2C)n1,-4.9,1.3,-1.3,3.8,-0.5,-1.5,-0.1,0.5,-8.8,2.2,0.9
COc1ccccc1NC(=O)c1cc(C(=O)Nc2ccccc2OC)cc([N+](=O)[O-])c1,-2.3,1.4,-0.5,1.6,1.0,-2.5,-0.9,0.1,-1.0,-2.9,4.7
C=CCc1ccccc1OCC(O)CNC(C)C (stereo unspecified),2.2,0.7,-0.1,-1.2,-0.8,0.3,-0.3,0.7,6.1&0.5,-1.0,2.2
CC(C)Nc1ncnc2c1ncn2[C@H]1CN(Cc2ccccc2)C[C@@H](CO)O1,2.1,-3.2,-1.0,0.2,-1.0,-0.2,nt,-1.1,-8.4,-3.8,-3.1
CC1(NC(=O)Cc2csc(-c3cccc(Cl)c3)n2)CCS(=O)(=O)C1 (stereo unspecified),-2.9,1.7,-1.5,0.2,0.1,2.3,0.2,-0.5,-4.2,3.6,6.2
COCCCNC(=O)C[C@@H]1C[C@@]2(C(=O)OC)CCCCC=C2N(CCC2=CCCCC2)C1=O,3.6,0.0,-1.7,1.3,-2.4,-1.0,nt,-1.2,-2.4,0.6,-0.6
COc1ccc(Cc2c(-c3ccc(C)cc3)nc3cc(C)c(Br)c(C)n23)c(C)c1,-5.8,-0.3,2.1*,10.8*,11.1*,4.0,nt,3.4,2.7,-8.2,-3.5
COc1ccccc1N1CCN(S(=O)(=O)CCNC(=O)CC2CCCC2)CC1,-1.1,-6.0,-1.1,-5.0,-1.7,-4.8,-0.2,-2.0,0.5,4.8,-0.2
Cc1ccccc1OCCSc1nnc(-c2ccncc2)n1C,2.0,5.6,-0.7,0.3,-2.8,0.9,-0.5,0.2,-0.2,-7.3,2.0
Cc1cc(S(=O)(=O)N2CCN=C2c2ccccc2)c(Cl)cc1Cl,2.1,-0.5,-0.6,0.5,-1.5,-1.4,0.1,0.3,-1.6,-2.0,-0.3
